Source: PubChem BioAssay
B2AR arrestin – qHTS assay of beta-arrestin-biased ligands of beta2-adrenergic receptor; Potency, µM (highest dose often 46.1 µM), without a hit: at the top dose activation, actives largely listed as activators; beta-arrestin recruitment to beta2AR, cell-based reporter; 330,000 tested, 0.02% active; AID 492947, 2010;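 further: potency means the concentration at half of the fitted maximal effect; 0% = DMSO controls and full agonism = EC100 isoproterenol or metaproterenol; nearly all actives have a fitted effect of over 65% in size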
PTAP TSG101 blk – qHTS Assay for Iinhibitors of HIV-1 Budding by Blocking the Interaction of PTAP/TSG101; Fluorescence polarization, FITC-PTAP peptide / Tsg101 binding; 340,000 tested, under 10 active; AID 493005, 2010; Tumor susceptibility gene 101 protein (Homo sapiens), Q99816; Potency, µM (highest dose often 115 µM), without a hit: at the top dose activity change, negative = inhibition, actives largely listed as inhibitors; active means well fitted inhibition curve with a large enough effect in the main read-out, with a control signal flat, not every such curve was filed as active; inconclusive means small, poorly fitted or top-dose-only effect, or effect the other way, or a change in a side signal; inactive means no such curve, though single readings can be large or run the other way; further: potency means the concentration at half of the fitted maximal effect; % of control where 0% means no effect
Target sequence (Q99816 whole entry, looked up): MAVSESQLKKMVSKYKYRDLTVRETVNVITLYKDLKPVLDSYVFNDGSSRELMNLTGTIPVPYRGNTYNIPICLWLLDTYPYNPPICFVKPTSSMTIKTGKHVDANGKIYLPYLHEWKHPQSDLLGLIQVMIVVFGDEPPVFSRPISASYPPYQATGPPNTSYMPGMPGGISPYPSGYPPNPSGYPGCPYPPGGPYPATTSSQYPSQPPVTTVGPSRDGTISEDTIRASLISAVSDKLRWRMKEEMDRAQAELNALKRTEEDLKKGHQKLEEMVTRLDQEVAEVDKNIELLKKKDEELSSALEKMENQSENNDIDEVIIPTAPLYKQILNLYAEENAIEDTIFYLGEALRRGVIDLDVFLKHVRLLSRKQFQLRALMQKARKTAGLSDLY
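Steps: Tsg101 binding domain dispensed (10 uM final), compounds pinned in DMSO, FITC-labeled PTAP-motif peptide added (50 nM final); after 20 min binding at room temperature, polarization measured.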
Mito fusion act – qHTS Assay for Small Molecule Inhibitors of Mitochondrial Division or Activators of Mitochondrial Fusion; Potency, µM (doses to about 46.1 µM), inactives show at the highest dose growth rescue (activation), actives largely listed as activators; 320,000 tested, 0.23% active; S. cerevisiae fusion-defective mutant growth rescue, CellTiterGlo 48 h;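 further: potency means the concentration at half of the fitted maximal effect; % of control where 0% means no effect; nearly all actives have a fitted effect of over 45% in size; temperature-sensitive fusion mutants such as fzo1-1 at 37 °C on non-fermentable ethanol glycerol medium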
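Read-out: ATP-based luminescence (CellTiterGlo, 10 min ambient) reporting growth of fusion-defective ts yeast after 48 hours at 37C on glycerol/ethanol YPEG medium in the presence of compound.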
Tb PFK inh – qHTS Assay to Find Inhibitors of T. brucei phosphofructokinase. ATP-dependent 6-phosphofructokinase (Trypanosoma brucei brucei), O15648. T. brucei PFK, ADP-Glo luminescence. Potency, µM (highest dose often 57.5 µM), for the others: at the top dose activity, negative = inhibition, most hits filed as inhibitors. 330,000 tested, 0.17% active. AID 485367, 2010;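 further: potency means the concentration at half of the fitted maximal effect; 0% = uninhibited 1x PFK enzyme wells and -100% = no-enzyme wells; nearly all actives have a fitted effect of over 60% in size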
Target sequence (O15648 whole entry, looked up): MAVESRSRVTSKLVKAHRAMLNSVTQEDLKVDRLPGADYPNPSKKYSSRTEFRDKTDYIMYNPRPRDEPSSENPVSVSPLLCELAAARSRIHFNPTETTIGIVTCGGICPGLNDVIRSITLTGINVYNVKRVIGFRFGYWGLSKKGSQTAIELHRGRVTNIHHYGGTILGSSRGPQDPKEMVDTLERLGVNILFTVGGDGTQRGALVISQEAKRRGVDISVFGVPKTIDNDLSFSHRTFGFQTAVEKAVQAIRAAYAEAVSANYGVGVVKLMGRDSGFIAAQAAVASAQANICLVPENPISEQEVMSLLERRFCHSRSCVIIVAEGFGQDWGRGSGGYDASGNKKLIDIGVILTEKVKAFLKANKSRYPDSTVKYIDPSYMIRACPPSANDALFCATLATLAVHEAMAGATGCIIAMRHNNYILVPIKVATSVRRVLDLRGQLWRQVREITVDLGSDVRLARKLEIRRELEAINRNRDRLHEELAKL
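Luminescent ADP detection (ADP-Glo, two-step: ATP depletion then ADP-to-ATP conversion for luciferase) reported PFK activity after 45 min room-temperature reaction of 1.25 nM enzyme with 0.5 mM F6P and 0.1 mM ATP at pH 8.0.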
uPA generation – qHTS for Inhibitors of Cell Surface uPA Generation. cell surface uPA generation assay, qHTS. Potency, µM (doses to about 38.3 µM), for the others: top-dose activity change, negative = inhibition, most hits filed as inhibitors. 330,000 tested, 0.31% active; active means well fitted inhibition curve with a large enough effect; inconclusive means small, poorly fitted or top-dose-only effect; inactive means no such curve, though single readings can be large or run the other way; tested in mouse RAW 264.7 cells; further: potency means the concentration at half of the fitted maximal effect; on the % scale 0 is the no-effect control and ±100 the full control effect; nearly all actives have a fitted effect of over 55% in size
USP2a block – qHTS Assay for Inhibitors of Ubiquitin-specific Protease USP2a Using CHOP2 as the Reporter; Ubiquitin carboxyl-terminal hydrolase 2 (Homo sapiens), O75604; USP2 core, Ub-CHOP2 coupled fluorogenic reporter, 485/531; Potency, µM (series often up to 38.3 µM), for inactives: at the highest dose activity change, negative = inhibition, most hits filed as inhibitors; 330,000 tested, 0.01% active; AID 463254, 2010;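 further: potency means the concentration at half of the fitted maximal effect; plate controls were DMSO wells for no effect and full inhibition by NEM control for full effect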
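Cell-free coupled assay: 10nM USP2 core preincubated 30min RT with compound in Tris-HCl pH 8.0/CaCl2/CHAPS buffer, then 25nM Ub-CHOP2 and 25nM reporter substrate; fluorescence (Ex 485/Em 531) read after 60min RT, normalized to NEM inhibition, concentration-response curves fitted.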
Eya2 phos inh – qHTS Assay for Inhibitors of the Phosphatase Activity of Eya2. Protein phosphatase EYA2 (Homo sapiens), O00167. recombinant Eya2, OMFP fluorescence dephosphorylation (OMFP is methylfluorescein phosphate). Potency, µM (doses to about 76.9 µM), for inactives: at the top dose activity, negative = inhibition, actives largely listed as inhibitors. 330,000 tested, 0.006% active; further: potency means the concentration at half of the fitted maximal effect; on the % scale 0 is the no-effect control and ±100 the full control effect
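Eya2 (0.2 uM) preincubated 10 min at ambient with compound, then OMFP substrate added at 50 uM; 10 min reaction in 50 mM HEPES pH 7.5, 50 mM NaCl, 5 uM MgCl2, 0.05% BSA, 1 mM DTT. Fluorescence read at Ex 485/Em 525 nm.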
TCR act – Activators of T cell receptors: qHTS campaign; primary human leukocytes, anti-CD3, IL-2 HTRF, 48 h; Potency, µM (titrated, usually from 9.22 µM), inactives show top-dose activation of IL-2 secretion, actives largely listed as activators; 330,000 tested, under 10 active; AID 504894, 2011; further: % of control where 0% means no effect
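Readout: HTRF IL-2, Eu-cryptate/d2 antibody pair, 320nm excitation, 665nm emission. Stimulus: a-CD3 beads, no co-stimulation. Cells: primary human leukocytes. Exposure: 48 hr with compound.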
ELG1 repair inh – qHTS screen for small molecules that inhibit ELG1-dependent DNA repair in human embryonic kidney (HEK293T) cells expressing luciferase-tagged ELG1; HEK293T ELG1-luciferase reporter, luminescence, 16 h; DNA damage induced by 5-fluorouridine; Potency, µM (series often up to 46.1 µM), for inactives: at the highest dose activity change, negative = inhibition, most hits filed as inhibitors; 330,000 tested, 2.3% active; AID 504467, 2011; further: potency means the concentration at half of the fitted maximal effect; on the % scale 0 is the no-effect control and ±100 the full control effect; nearly all actives have a fitted effect of over 55% in size
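Quantitative HTS, concentration-response format. 2,000 cells/well co-treated with 5-fluorouridine and compound, 16 hr in 5% CO2 at 37 °C; ONE-Glo luminescence read after 30 min.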
BCR signal inh – qHTS Assay to Find Inhibitors of Chronic Active B-Cell Receptor Signaling; ABC-DLBCL IkBa-CBG/CBR reporter, luminescence ratio, 4 h; 340,000 tested, 0.05% active; Potency, µM (doses to about 46.1 µM), inactives show at the highest dose ratio change, negative = lower green/red ratio, most hits filed as inhibitors; active means well fitted inhibition curve with a large enough effect in the signal ratio, with a control signal flat, not every such curve was filed as active; inconclusive means small, poorly fitted or top-dose-only effect, or effect the other way, or a change in a side signal; the % refers to the signal ratio;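 further: potency means the concentration at half of the fitted maximal effect; plate controls were basal doxycycline-induced cells for no effect and cells given 10 µM MG132 for full effect; MG132 reads +100%, hits lower the ratio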
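Compounds up to 46 uM were incubated four hours with TMD8 cells whose green CBG68 luciferase is fused to IkappaBalpha; red CBR luminescence normalised the signal, and concentration-effect curves were fitted to fusion, red and ratio data.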
TSHR antagonist – Antagonists of the Thyroid Stimulating Hormone Receptor: HTS campaign. Thyrotropin receptor (Homo sapiens), P16473. TSHR-expressing cells, TSH-stimulated cAMP HTRF, 2 h; stronger effect = lower value. activity change, negative = inhibition, % at 11.5 µM. 330,000 tested, 0.2% active;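 active means activity change below a set negative limit, meaning inhibition stronger than a set level, cut at about -70% in these data; inconclusive means activity change between two set negative limits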; further: on the % scale 0 is the no-effect control and ±100 the full control effect
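Inhibition of cAMP made by TSHR-expressing cells under TSH stimulation (4nM final, EC80; 2 h, 37 deg C) is quantified with a one-step lysis HTRF kit, anti-cAMP cryptate versus cAMP-d2.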
An asterisk follows results filed as active; ? = inconclusive; . = no result given; [ ] = another dose, or the depositor's remark. Unless noted, the call rests on the fitted dose curve; in most records, active means well fitted curve in the direction sought with a large enough effect; inconclusive means small, poorly fitted or top-dose-only effect, or another doubt; inactive means no such curve, though single readings can be large; an effect the other way counts as inactive or inconclusive.

#1 O=C1CCCCC1Sc1nnc(Cc2cccs2)n1CCc1ccccc1 (stereo unspecified)
#2 O=C(Nc1ccccc1)C(=O)c1cn(CC(=O)N2CCCCC2)c2ccccc12
#3 COc1ccc(CNCCC(c2ccc(OC(C)C)cc2)c2ccccc2OC)cc1OC (stereo unspecified)
#4 O=C(N1CCCCC1)C12CC3CC(C1)CC(C(=O)N1CCCCC1)(C3)C2
#5 C/C(=N/NC(=O)c1ccccc1)c1ccc(NC(=O)C(F)(F)F)cc1
#6 CCOC(=O)N1CCN(c2cc(N(C)CCO)c([N+](=O)[O-])c3nonc23)CC1

assay / entry,1,2,3,4,5,6
B2AR arrestin,-0.3%,-0.5%,-1.0%,0.4%,1.0%,0.2%
PTAP TSG101 blk,-14%,-6%,1%,-1%,-1%,-4%
Mito fusion act,0%,20%,-35%[inhibitor],-2%,1%,-4%
Tb PFK inh,-7%,8%,1%,3%,0%,-5%
uPA generation,-3%,3%,-20%,-5%,-4%,4%
USP2a block,1%,-3%,-4%,-1%,0%,4%
Eya2 phos inh,26%[15.4 µM],-4%,-13%,18%,7%,-5%
TCR act,-7%,1%[46.1 µM],3%,0%,.,2%
ELG1 repair inh,-16%,?,?,1%,?,-14%
BCR signal inh,3%,.,?,0%,?,6%
TSHR antagonist,-8,9,0,0,6,-5

#7 O=C(Nc1cccc(S(=O)(=O)NC2=NCCC2)c1)c1c(F)cccc1Cl
#8 CC(C)[C@H](NC(=O)[C@H]1N2C(=O)c3ccccc3C2SC1(C)C)C(=O)NCc1ccco1 (stereo partly specified)
#9 CC(C)Oc1ccc(C2CNC(=O)C2)cc1 (stereo unspecified)
#10 COc1ccccc1-n1nc(C(=O)O)c2ccccc2c1=O
#11 CSC(=NC#N)N1CCN(c2ccc([N+](=O)[O-])cc2)CC1
#12 COc1ccc(Cl)cc1C(=O)CSc1nc(N)cc(N)n1

assay / entry,7,8,9,10,11,12
B2AR arrestin,-2.4%,0.4%,-0.2%,-0.6%,0.1%,0.0%
PTAP TSG101 blk,-3%,0%,-3%,?,4%,0%
Mito fusion act,-1%,0%,1%,-1%,-7%,11%
Tb PFK inh,0%,5%,-6%,5%,-33%,-6%
uPA generation,2%,-7%,6%,8%,-10%,1%
USP2a block,-1%,-8%,-1%,5%,1%,-2%
Eya2 phos inh,-26%,6%,14%,-12%,1%,12%
TCR act,2%,1%,4%,-3%,1%,3%
ELG1 repair inh,10%,-10%,8%,7%,10%,10%
BCR signal inh,-3%,-4%,6%,13%,0%,-11%
TSHR antagonist,13,3,19,2,14,-4

Results in BCR signal inh (2 entries from above):
no. | structure | BCR signal inh
8 | CC(C)[C@H](NC(=O)[C@H]1N2C(=O)c3ccccc3C2SC1(C)C)C(=O)NCc1ccco1 (stereo partly specified) | -4%
9 | CC(C)Oc1ccc(C2CNC(=O)C2)cc1 (stereo unspecified) | 6%

One compound at a time, from the list above:
O=C(Nc1cccc(S(=O)(=O)NC2=NCCC2)c1)c1c(F)cccc1Cl as listed: B2AR arrestin = -2.4%; PTAP TSG101 blk = -3%; Mito fusion act = -1%; Tb PFK inh = 0%; uPA generation = 2%; USP2a block = -1%; Eya2 phos inh = -26%; TCR act = 2%; ELG1 repair inh = 10%; BCR signal inh = -3%; TSHR antagonist = 13
CC(C)[C@H](NC(=O)[C@H]1N2C(=O)c3ccccc3C2SC1(C)C)C(=O)NCc1ccco1 (stereo partly specified) as listed: B2AR arrestin = 0.4%; PTAP TSG101 blk = 0%; Mito fusion act = 0%; Tb PFK inh = 5%; uPA generation = -7%; USP2a block = -8%; Eya2 phos inh = 6%; TCR act = 1%; ELG1 repair inh = -10%; BCR signal inh = -4%; TSHR antagonist = 3
CSC(=NC#N)N1CCN(c2ccc([N+](=O)[O-])cc2)CC1 as listed: B2AR arrestin = 0.1%; PTAP TSG101 blk = 4%; Mito fusion act = -7%; Tb PFK inh = -33%; uPA generation = -10%; USP2a block = 1%; Eya2 phos inh = 1%; TCR act = 1%; ELG1 repair inh = 10%; BCR signal inh = 0%; TSHR antagonist = 14

(more compounds)
#13 CC(C)C(OC(=O)CN1C(=O)c2ccccc2C1=O)C(=O)NC1CCCC1 (stereo unspecified)
#14 COCCNC(=O)CN(C(=O)Cn1nnc2ccccc21)c1ccc(C)c(F)c1
#15 COC(=O)c1scc(C)c1NC(=O)c1ccc(Cl)cc1
#16 Cc1cccc(CS(=O)(=O)c2nnc([C@H](Cc3ccccc3)NC(=O)OC(C)(C)C)o2)c1

assay / entry,13,14,15,16
B2AR arrestin,-0.5%,0.0%,0.0%,0.0%
PTAP TSG101 blk,-3%,2%,-10%,-2%
Mito fusion act,10%,-2%,-12%,1%
Tb PFK inh,1%,0%,-10%,-4%
uPA generation,-4%,-8%,2%,.
USP2a block,1%,1%,1%,3%
Eya2 phos inh,5%,2%,12%,-3%
TCR act,2%,-3%[46.1 µM],7%,.
ELG1 repair inh,6%,0%,0%,3%
BCR signal inh,-7%,3%,0%,?
TSHR antagonist,-10,-4,1,-45

Single values from the entries so far.
Entry for entry 16 in USP2a block: 3%
Entry for entry 13 in Mito fusion act: 10%
